# HT1080-NT tox = kills 2HG-producing HT-1080-NT fibrosarcoma cells. AID 686970. 360,000 tested, 1.6% active. Potency, µM (titrated, usually from 46.1 µM), for the others: top-dose activity, negative = less viability, most hits filed as cytotoxic. HT-1080-NT fibrosarcoma viability, CellTiter-Glo ATP luminescence, 48 h;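 note: NT is the 2HG producing partner of a matched IDH1 knockdown line; potency is the fitted concentration of half-maximal effect; 0% = DMSO-treated cells and -100% = media-only wells without cells; nearly all actives have a fitted effect of over 55% in size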
#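 750 cells/well, RPMI + 5% FBS; 2 h settle, compound pin-transfer, 48 h at 37 degrees C. CellTiter-Glo 10 min RT, luminescence. Normalized to DMSO and media-only wells.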
# D3 ag = activates the human D3 dopamine receptor | max activation, % | D3R DiscoveRx beta-arrestin cells, luminescence, 90 min | P35462 | AID 652048 | 410,000 tested, 0.58% active; in the data active = max activation above about 30%; note: 0% is about no effect; mostly tested at two doses, the higher about 12 µM
# Target sequence (P35462 whole entry, looked up): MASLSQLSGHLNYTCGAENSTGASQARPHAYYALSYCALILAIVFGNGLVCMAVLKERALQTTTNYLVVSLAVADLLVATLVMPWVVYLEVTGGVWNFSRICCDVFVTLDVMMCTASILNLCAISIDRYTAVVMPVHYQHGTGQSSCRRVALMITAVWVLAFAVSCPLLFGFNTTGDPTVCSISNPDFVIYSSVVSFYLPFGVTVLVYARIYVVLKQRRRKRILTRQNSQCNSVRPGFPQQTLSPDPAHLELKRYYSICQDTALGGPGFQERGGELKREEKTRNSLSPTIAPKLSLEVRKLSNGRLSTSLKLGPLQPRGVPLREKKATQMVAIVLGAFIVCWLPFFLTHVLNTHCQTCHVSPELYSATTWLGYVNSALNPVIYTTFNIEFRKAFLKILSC
#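 Agonist mode: compounds and dopamine controls were applied to plated cells for 90 min at 37 degrees C after an overnight attachment at 1500 cells/well. Luminescent read-out followed 30 - 60 minutes at room temperature with DiscoveRx detection reagent.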
# HEK293 tox = cytotoxicity counter-screen for GLP-1 receptor inverse agonists | HEK293 cAMP-luciferase reporter cells, luminescence, 24 h | Potency, µM (titrated, usually from 38.3 µM), for inactives: at the top dose activity change, negative = inhibition, usual class: inhibitors | 410,000 tested, 0.13% active;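 note: loss of luciferase light is scored as toxicity; potency is the fitted concentration of half-maximal effect; % is set by controls: 0 for no effect and ±100 for the full control effect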
#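 Compound-treated cells are incubated 24 hr at 37 deg C under 5% CO2 after a 12 hour attachment period, then luciferase detection reagent is added and luminescence is measured following 12 min at room temperature; lowered signal indicates toxicity.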
# MCF10A rereplic = induces DNA re-replication in MCF 10a normal breast cells; 350,000 tested, 2.9% active; AID 624296; MCF 10A DNA re-replication, Hoechst nuclear intensity, 48 h; Potency, µM (series often up to 46.1 µM), inactives show top-dose activity, positive = re-replication, hits mostly activators; note: potency is the fitted concentration of half-maximal effect; % of control where 0% means no effect; nearly all actives have a fitted effect of over 50% in size
# IL1B secr inh = inflammasome signaling inhibition, IL-1 beta readout; activity change, % at 57.5 µM; 360,000 tested, 4.7% active; THP-1 LPS/ATP IL-1B secretion, AlphaLISA, 16 h; stronger effect = lower value; in the data active = activity change below about -50%; inconclusive = mostly about -30% to -49%; note: % is set by controls: 0 for no effect and ±100 for the full control effect
#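 Secreted IL-1B measured by AlphaLISA bead assay after 16 h compound exposure of THP-1 cells; compounds (final up to 57.5 uM) added 1 h before LPS (250 ng/mL) and ATP (1.25 mM) stimulation; lower signal means less secretion.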
# SW480 rereplic = inducers of DNA re-replication in SW480 colon cancer cells; SW480 DNA re-replication, Hoechst DNA content imaging, 48 h; Potency, µM (highest dose often 46.1 µM), inactives show top-dose re-replication activation, hits mostly activators; 340,000 tested, 1.8% active; note: potency is the fitted concentration of half-maximal effect; % of control where 0% means no effect; nearly all actives have a fitted effect of over 55% in size
#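 First, 250 cells per well were seeded. Next, compound or vehicle (23 nL) was pinned in, plates sat 48 hr at 37 C. Finally Hoechst was added for 40 min before fluorescence scanning.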
# KB-V1 MDR tox = kills drug-selected multidrug resistant KB-V1 cells; KB-V1 MDR cells viability, CellTiter-Glo, 72 h; AID 1347076; 400,000 tested, 3.4% active; Potency, µM (titrated, usually from 46.1 µM), for the others: at the highest dose activity change, negative = cytotoxicity, hits mostly cytotoxic; note: potency is the fitted concentration of half-maximal effect; % is set by controls: 0 for no effect and ±100 for the full control effect; nearly all actives have a fitted effect of over 60% in size
#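 Potencies derive from concentration-effect curves fitted to normalized luminescence (CellTiter-Glo) of KB-V1 cells treated for 72 h at 37 degrees C in phenol-red-free DMEM containing 10% FBS.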
# KB-3-1 cytotox = KB-3-1 parental cell cytotoxicity | KB-3-1 viability, CellTiter-Glo ATP luminescence, 72 h | Potency, µM (highest dose often 46.1 µM), without a hit: at the top dose activity change, negative = cytotoxic, hits mostly cytotoxic | 400,000 tested, 1.4% active | AID 1347075; note: potency is the fitted concentration of half-maximal effect; % is set by controls: 0 for no effect and ±100 for the full control effect; nearly all actives have a fitted effect of over 60% in size
#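 Screening of KB-3-1 cells (DMEM, 10% FBS, phenol-red free) ran from lowest to highest compound concentration; after 72 h at 37 °C viability was read luminescently and curves fitted.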
# HT1080 IDH1KD tx = toxicity to HT-1080 IDH1 knockdown cells (counter line) | HT-1080 IDH1 knockdown viability, ATP luminescence, 48 h | Potency, µM (titrated, usually from 46.1 µM), without a hit: at the highest dose activity, negative = toxicity, hits mostly cytotoxic | 360,000 tested, 2% active;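 note: potency is the fitted concentration of half-maximal effect; 0% = DMSO wells and -100% = cell-free medium wells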
#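 Viability of IDH1-knockdown HT-1080 fibrosarcoma cells was assessed by CellTiter-Glo after 48 h at 37 °C with titrated compound; concentration-effect curves were classified by fit quality and response size.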
# The depositor's hits bear a star; ? = inconclusive; . = no result given; [ ] = dose if it differs, or a comment. Unless noted, calls come from the whole dose curve; as a rule, active = well fitted curve in the direction sought with a large enough effect; inconclusive = small, poorly fitted or top-dose-only effect, or another doubt; inactive = no such curve, though single readings can be large; an effect the other way counts as inactive or inconclusive.
SMILES,HT1080-NT tox,D3 ag,HEK293 tox,MCF10A rereplic,IL1B secr inh,SW480 rereplic,KB-V1 MDR tox,KB-3-1 cytotox,HT1080 IDH1KD tx
COCCCN1C(=O)C(=O)/C(=C(/O)c2ccccc2)C1c1ccc(N(C)C)cc1 (configuration not stated),5%,-14,7%,?,-9,-5%,-19%,-7%,4%
COc1ccc2[nH]c3c(c2c1)CCN1C(=O)C(CC(=O)NC(C)(C)C)C[C@H](C(=O)N2CCCCC2)[C@@]31C (some centres not stated),12%,11,-12%,1%,-5,5%,0%,0%,11%
NC(=O)C1CCCN(Cc2c(C(=O)N3CCc4ccccc4C3)nc3ccc(Cl)cn23)C1 (configuration not stated),-10%,-3,2%,-39%,-1,4%,-17%,0%,-3%
Cn1c(=O)n(Cc2ccccc2Cl)c2ccccc21,-4%,4,1%,19%,27,-32%,?,-7%,-12%
COC(=O)CC1=NN(c2nc3ccccc3s2)C(=O)/C1=C/N(C)C,15%,1,-10%,-4%,-10,-5%,22%,-6%,-2%
CN1c2ccccc2C(C)(C)C12CCCC(=O)N2 (configuration not stated),-6%,-2,7%,14%,18,5%,3%,-22%,3%
CCOc1cc2[nH]c(=O)n(CCCC(=O)N3CCN(c4ccc(OC)cc4)CC3)c(=O)c2cc1OCC,.,30*,0%,.,.,.,-4%,-13%,.
COc1ccc2[nH]c(C(=O)NCCc3ccccc3)cc2c1,25%,-17,7%,-4%,4,-9%,-2%,-8%,13%
COC(=O)CSc1cc([N+](=O)[O-])ccc1NC(=O)OC,15%,1,27%,-48%[inhibitor],4,?,-1%,12%,11%
CC(OC(=O)c1snc(C(=O)NC2CCCCC2)c1N)C(=O)NC(C)(C)C (configuration not stated),-9%,2,24%,3%,0,-1%[9.22 µM],?,-6%,?
Cc1ccc(S(=O)(=O)NNC(=O)CCCCC(=O)NNS(=O)(=O)c2ccc(C)cc2)cc1,1%,-1,12%,3%,14,15%,0%,-16%,13%
COCCNC(=O)C1(C)CCCN(C(=O)c2ccccc2F)C1 (configuration not stated),?,2,-10%,.,9,.,5%,0%,16%
COc1ccc(Cc2c(-c3cccc(Br)c3)nc3ccc(Br)cn23)c(C)c1,-11%,1,-1%,.,11,.,2%,0%,0%
COCCCN1CN(S(=O)(=O)c2ccc(C)cc2C)c2nc3ccccc3nc21,1%,0,1%,-5%,11,-11%,-21%,1%,0%
C[C@@H]1CC[C@@]2(O[C@H](CCO)C[C@@H](O)[C@@H]2O)O1,3%,3,0%,3%,14,-16%,0%,16%,18%
O=C(COc1ccccc1)NC1CCS(=O)(=O)C1 (configuration not stated),-1%,1,9%,5%,1,-114%[inhibitor],7%,1%,0%
COc1ccc(-c2sc3ccccc3c2/C=C/c2ccncc2)cc1,?,7,2%,7.3µM*,-4,1%,-17%,?,?
O=C(Cc1cn2ccsc2n1)OCc1ccccc1,0%,-1,1%,4%,-7,-6%,-21%,-6%,-2%[9.24 µM]
CCOC(=O)C1CCN(C(=O)c2cnn(-c3ccc(F)cc3)c2-n2cccc2)CC1,.,-1,2%,.,.,.,?,1%,.
Cc1ccc(CNC(C)c2ccccc2)s1 (configuration not stated),.,11,-17%,.,.,.,-5%,12%,.

# Sorted by molar mass (descending): part of the list above.
SMILES,HT1080-NT tox,D3 ag,HEK293 tox,MCF10A rereplic,IL1B secr inh,SW480 rereplic,KB-V1 MDR tox,KB-3-1 cytotox,HT1080 IDH1KD tx
COc1ccc2[nH]c3c(c2c1)CCN1C(=O)C(CC(=O)NC(C)(C)C)C[C@H](C(=O)N2CCCCC2)[C@@]31C (some centres not stated),12%,11,-12%,1%,-5,5%,0%,0%,11%
CCOC(=O)C1CCN(C(=O)c2cnn(-c3ccc(F)cc3)c2-n2cccc2)CC1,.,-1,2%,.,.,.,?,1%,.
COc1ccc2[nH]c(C(=O)NCCc3ccccc3)cc2c1,25%,-17,7%,-4%,4,-9%,-2%,-8%,13%

# An excerpt of the results above, for reference:
SMILES,HT1080-NT tox,D3 ag,HEK293 tox,MCF10A rereplic,IL1B secr inh,SW480 rereplic,KB-V1 MDR tox,KB-3-1 cytotox,HT1080 IDH1KD tx
CN1c2ccccc2C(C)(C)C12CCCC(=O)N2 (configuration not stated),-6%,-2,7%,14%,18,5%,3%,-22%,3%
CCOc1cc2[nH]c(=O)n(CCCC(=O)N3CCN(c4ccc(OC)cc4)CC3)c(=O)c2cc1OCC,.,30*,0%,.,.,.,-4%,-13%,.
COc1ccc2[nH]c(C(=O)NCCc3ccccc3)cc2c1,25%,-17,7%,-4%,4,-9%,-2%,-8%,13%
COC(=O)CSc1cc([N+](=O)[O-])ccc1NC(=O)OC,15%,1,27%,-48%[inhibitor],4,?,-1%,12%,11%
CC(OC(=O)c1snc(C(=O)NC2CCCCC2)c1N)C(=O)NC(C)(C)C (configuration not stated),-9%,2,24%,3%,0,-1%[9.22 µM],?,-6%,?
Cc1ccc(S(=O)(=O)NNC(=O)CCCCC(=O)NNS(=O)(=O)c2ccc(C)cc2)cc1,1%,-1,12%,3%,14,15%,0%,-16%,13%
COCCNC(=O)C1(C)CCCN(C(=O)c2ccccc2F)C1 (configuration not stated),?,2,-10%,.,9,.,5%,0%,16%
COc1ccc(Cc2c(-c3cccc(Br)c3)nc3ccc(Br)cn23)c(C)c1,-11%,1,-1%,.,11,.,2%,0%,0%
COCCCN1CN(S(=O)(=O)c2ccc(C)cc2C)c2nc3ccccc3nc21,1%,0,1%,-5%,11,-11%,-21%,1%,0%

# The results go on:
SMILES,HT1080-NT tox,D3 ag,HEK293 tox,MCF10A rereplic,IL1B secr inh,SW480 rereplic,KB-V1 MDR tox,KB-3-1 cytotox,HT1080 IDH1KD tx
CCOC(=O)C1=NOC(C(=O)NN(C)c2ncc(C(F)(F)F)cc2Cl)C1 (configuration not stated),17%,8,7%,-8%,0,12%,1%,6%,24%
O=C(N/N=C/c1ccoc1)c1ccc(Cl)cc1Cl,8%,5,-1%,2%,0,0%,14%,2%,8%
CC(C)CC1(C)NC(=O)N(CC(=O)N2C(C)CCCC2C)C1=O (configuration not stated),-6%,2,-8%,-5%,4,-6%,28%,-6%,-1%
COc1ccc(-c2cc(C(=O)O)c3c(C)nn(-c4ccccn4)c3n2)cc1,9%,-4,-8%,-8%,8,1%,9%,-1%,7%
COc1cc(/C=C2/C(=O)NN(c3cccc(C)c3)C2=O)ccc1OC(=O)c1ccco1,?,-3,-8%,?,-69*,-45%[inhibitor],5%,-6%,?
O=C(N1CCOCC1)N1CCN(C(c2ccccc2)c2ccccc2)CC1,7%[9.24 µM],-7,1%,2%,0,-9%,4%,12%,6%
COc1ccccc1-c1nnc(NC(=O)c2cccc(N3C(=O)CCC3=O)c2)o1,5%,5,-5%,-5%,14,-21%,12%,10%,4%
Cn1c(N)c(C(=O)COC(=O)CN2C(=O)c3ccccc3C2=O)c(=O)n(C)c1=O,0%,0,2%,1%,21,197%,?,4%,-3%
CCCc1c(C(=O)N/N=C/c2ccc(OCc3ccccc3)c(OC)c2)nnn1-c1nonc1N,9%,6,-10%,-1%,26,?,6%,0%,1%
CCOC(=O)N1CCN(S(=O)(=O)N2CCCC(C(=O)NCc3ccc(OC)cc3)C2)CC1 (configuration not stated),14%,-7,-3%,-2%,23,5%,-13%,-2%,14%
COc1ccc(-c2csc3ncnc(NCCCO)c23)cc1,-30%,5,-6%,-16%,?,18%,?,-2%,?
COc1ccccc1NC(=O)Cn1c(=O)c(CNc2ccc(C)cc2)cc2cc3c(cc21)OCCO3,.,0,1%,.,.,.,-23%,4%,.
COc1ccccc1NC(=O)C(C)OC(=O)CCSc1ccc(F)cc1 (configuration not stated),4%,2,6%,1%,6,-32%[inhibitor],19%,?,4%
C=CCSc1ncc(CO)n1Cc1ccccc1,-8%,-6,-5%,0%,21,3%,1%,8%,2%
CCN(CC)S(=O)(=O)c1ccc(-c2cn3ccccc3n2)cc1,-5%,-5,-7%,.,-27,.,?,1%,-3%
CCCCCN1CC(=O)N2Cc3[nH]c4ccccc4c3C[C@H]2C1=O,13%,0,22%,4%,-59*,-3%,-6%,-3%,-5%
COc1ccc(CN2CCNC(=O)C2CC(=O)NCC2CCOCC2)c(F)c1 (configuration not stated),-1%,1,1%,16%,11,-4%,2%,5%,2%
O=c1ccc(-c2nc3ccccc3n2Cc2ccccc2Cl)c[nH]1,-21%,-2,0%,?,67,-110%[inhibitor],2%,12%,-15%
CC1(C)Cc2ccccc2/C(=C/C(=O)N2CCCCCC2)N1,-27%,-5,-15%,?,-4,?,-1%,10%,?
C[C@H]1CN([C@@H](C)CO)C(=O)CCCn2nncc2CO[C@H]1CN(C)S(=O)(=O)c1ccc(Oc2ccccc2)nc1,2%,-1,3%,.,27,.,0%,11%,-2%
CSCCC(NC(=O)c1ccccc1Cl)C(=O)NCC(c1ccco1)N1CCCCC1 (configuration not stated),-7%,-13,1%,4%,-2,-63%[inhibitor],-5%,0%,-10%
COc1ccc(C(=O)OC(C(=O)c2ccc(C)cc2)c2ccccc2)cc1 (configuration not stated),-4%,-2,2%,-2%,13,4%,-15%,-11%,0%
NC(=O)NCc1ccccc1,2%,-13,?,7%,26,1%,13%,9%,1%
O=C(Nc1ccc(C(F)(F)F)cc1)c1cnc(N2CCN(c3ccccn3)CC2)c2ccccc12,4%,16,6%[7.66 µM],.,39,.,-8%,-6%,4%
CCOCCCNC(=S)N1CCC(NC(=O)C2CCCCC2)CC1,5%,6,-8%,3%,-4,110%[1.84 µM],-5%,-3%,3%
COC(=O)c1cnc[nH]1,-4%,-12,-3%,-2%,-3,4%,8%,?,-5%
Cc1ccc(NC(=S)NC(=O)C2CCCCC2)c(Br)c1,?,-5,?,?,46,?,4%,-7%,?
O=C(O)c1ccc(Cl)cc1Nc1nc2cc(Cl)ccc2o1,-11%,-7,-5%,21µM*,22,5%,16µM*,16µM*,-3%
CCOC(=O)c1c(N)sc2c(O)c(Br)ccc12,16%,7,-10%,-3%,17,-5%,?,17%,-2%

# Random draw from the library; overall some 11% were active at least once.
